Screens as filed in PubChem BioAssay.
IDH1 R132H inh: human IDH1 R132H inhibition | Potency, µM (series often up to 76.6 µM), for inactives: at the top dose activity change, negative = inhibition, hits mostly inhibitors | IDH1-R132H enzyme, NADPH consumption, diaphorase/resazurin fluorescence | O75874 | 0.093% of 390,000 active; also: potency is read from the fitted curve at half-maximal effect; % is scaled to controls: 0 for no effect and ±100 for the full control effect; nearly all actives have a fitted effect of over 65% in size
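IDH1-R132H (0.5 ug/mL) preincubated 30 min with compound, then NADPH (0.016 mM) and alpha-KG (2 mM) added; 80 min at RT, pH 7.5. Remaining NADPH coupled via diaphorase/resazurin to fluorescence (540/590 nm); concentration-response curves normalized to no-enzyme control.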
Vif-APOBEC3F blk: inhibitors of Vif-A3F interaction; HeLa A3F-eYFP + Vif (tagged APOBEC3F with the HIV-1 protein that degrades it), YFP fluorescence increase; Potency, µM (titrated, usually from 46.1 µM), for inactives: at the highest dose activity, negative = active; 0.2% of 390,000 active; AID 602313; also: potency is read from the fitted curve at half-maximal effect; % of control where 0% means no effect; nearly all actives have a fitted effect of over 65% in size
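HeLa cells stably expressing A3F-eYFP plus Vif, plated and incubated overnight at 37 deg C, then exposed to compounds overnight at 37 deg C. Blocked degradation read as raised yellow fluorescence (Ex 488/Em 500-530).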
TrxR1 substrate: rat thioredoxin reductase 1 substrate activity | 0.01% of 390,000 active | Potency, µM (series often up to 114 µM), inactives show at the highest dose activity change, negative = substrate turnover | purified TrxR1 substrate turnover, NADPH consumption readout; also: potency is read from the fitted curve at half-maximal effect; % is scaled to controls: 0 for no effect and ±100 for the full control effect; nearly all actives have a fitted effect of over 50% in size
Target sequence (O89049 whole entry, looked up): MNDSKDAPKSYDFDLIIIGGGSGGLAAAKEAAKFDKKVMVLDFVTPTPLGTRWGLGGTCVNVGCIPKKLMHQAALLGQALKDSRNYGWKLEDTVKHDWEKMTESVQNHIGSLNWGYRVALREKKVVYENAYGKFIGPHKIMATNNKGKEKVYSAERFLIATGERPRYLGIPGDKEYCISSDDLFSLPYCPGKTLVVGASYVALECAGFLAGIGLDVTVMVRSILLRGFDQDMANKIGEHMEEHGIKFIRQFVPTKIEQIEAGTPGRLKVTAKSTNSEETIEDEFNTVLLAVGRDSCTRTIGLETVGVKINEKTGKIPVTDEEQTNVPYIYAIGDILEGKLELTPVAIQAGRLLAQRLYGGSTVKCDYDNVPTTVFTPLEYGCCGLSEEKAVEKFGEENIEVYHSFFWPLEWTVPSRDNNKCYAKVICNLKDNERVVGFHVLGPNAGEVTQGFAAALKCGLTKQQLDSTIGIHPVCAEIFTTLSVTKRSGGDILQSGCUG
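Rat TrxR1, dispensed at 90 nM, was prereduced with 400 uM NADPH (final) for 5 min at ~22 deg C, then incubated with compound 15 min before 400 uM selenite. A first-read NADPH fluorescence drop versus no-compound background flagged substrates.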
USP1-UAF1 inh: blocks the human USP1/UAF1 deubiquitinase complex; O94782; 0.23% of 390,000 active; Potency, µM (titrated, usually from 57.1 µM), without a hit: at the highest dose activity change, negative = inhibition, most hits filed as inhibitors; recombinant USP1/UAF1, Ub-Rhodamine cleavage fluorescence; AID 743255; also: potency is read from the fitted curve at half-maximal effect; % is scaled to controls: 0 for no effect and ±100 for the full control effect; nearly all actives have a fitted effect of over 60% in size; inactives centre near -12
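1 nM enzyme complex + cpd, 15 min RT; start with Ub-Rho 150nM final; kinetic fluorescence ex 480/em 540, 6 reads q60 s. Buffer 50mM HEPES pH 7.8, 0.5mM EDTA, 0.1 mg/ml BSA, 1mM TCEP, 0.01% Tween-20.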
GRP78 ERSR act: inducers of ER stress response in human glioma cells; U87-MG GRP78 promoter luciferase reporter, 16 h; Potency, µM, inactives show at the top dose activation, usual class: activators; 0.02% of 420,000 active; also: potency is read from the fitted curve at half-maximal effect; series mostly up to about 76 µM; % of control where 0% means no effect; nearly all actives have a fitted effect of over 35% in size
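Stably transfected U87-MG human glioma cells carrying a GRP78-based luminescent sensor were seeded at 1000 cells/well, pin-dosed with compounds and incubated 16 h. Luciferase reagent was then added, and end-point luminescence was read after 10 min at room temperature.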
LDHA block: blocks human lactate dehydrogenase A; activity change, % (values are at about 110 or 230 µM); P00338; purified LDHA, NADH/diaphorase-resazurin fluorescence; active compounds read low; AID 1347041; 0.15% of 480,000 active; in the data active = activity change below about -30%; inconclusive = mostly about -25% to -30%;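 also: plate controls were DMSO wells for no effect and wells without enzyme for full effect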
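Remaining NADH was detected by diaphorase (0.133 mg/mL) converting 37 µM resazurin to fluorescent resorufin, read at 0 and 20 minutes. The preceding 5-minute room-temperature reaction used 2 nM LDHA, 0.2 mM sodium pyruvate and 0.06 mM NADH at pH 7.4.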
PI4K2A inh: inhibitors of human PI4K2A; purified PI4K2A, ADP-Glo luminescence, 1 h; active compounds read low; 0.13% of 420,000 active; AID 1346378; activity change, negative = inhibition, % at 76.9 µM; in the data active = activity change below about -50%; inconclusive = mostly about -30% to -49%;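 also: -100% = wells without enzyme as full effect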
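PI4K2A activity was measured by ADP-Glo luminescence: enzyme (4 ug/mL stock) and phosphatidylinositol (1.2 mM stock) in Tris pH 7.5/MgCl2/EGTA/Triton X-100 buffer were reacted with ATP (300 microM stock) for one hour at ambient temperature.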
Vif-APOBEC3G blk: Vif-A3G binding inhibition | AID 602310 | Q9HC16 | HeLa A3G-eYFP + Vif (tagged APOBEC3G with the HIV-1 protein that degrades it), YFP fluorescence, overnight | 0.076% of 410,000 active | Potency, µM (doses to about 46.1 µM), for inactives: top-dose activity, negative = active, hits mostly inhibitors;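 also: potency is read from the fitted curve at half-maximal effect; % is scaled to controls: 0 for no effect and ±100 for the full control effect; nearly all actives have a fitted effect of over 60% in size; hits raise eYFP signal because A3G escapes Vif-driven loss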
Target sequence (Q9HC16 whole entry, looked up): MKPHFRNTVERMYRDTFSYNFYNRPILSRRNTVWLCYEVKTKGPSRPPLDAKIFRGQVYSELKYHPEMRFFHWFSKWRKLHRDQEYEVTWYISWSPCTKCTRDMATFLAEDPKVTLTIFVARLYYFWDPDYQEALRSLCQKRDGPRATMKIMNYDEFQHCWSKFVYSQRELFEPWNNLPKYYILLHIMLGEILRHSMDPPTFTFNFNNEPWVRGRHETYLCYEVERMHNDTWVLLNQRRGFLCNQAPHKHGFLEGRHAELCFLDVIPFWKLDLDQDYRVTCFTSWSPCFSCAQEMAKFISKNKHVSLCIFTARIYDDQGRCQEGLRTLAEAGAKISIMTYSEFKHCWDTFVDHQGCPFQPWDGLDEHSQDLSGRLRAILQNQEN
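Read-out is eYFP fluorescence (Ex 488/Em 500-530) from Vif-expressing HeLa A3G-eYFP cells; more signal means A3G escaped Vif-mediated degradation. Cells plated overnight, compound pinned in, incubated overnight at 37 deg C.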
RXFP1 ag: agonists of human relaxin receptor RXFP1. Q9HBX9. HEK293T-RXFP1 cAMP TR-FRET, 30 min; response scale: percent of porcine relaxin response, buffer zero. Potency, µM (highest dose often 57.5 µM), for the others: at the top dose activation, actives largely listed as activators. 0.3% of 370,000 active. AID 2676; also: potency is read from the fitted curve at half-maximal effect; % is scaled to controls: 0 for no effect and ±100 for the full control effect; nearly all actives have a fitted effect of over 60% in size; many of its hits are not listed in these tables
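cAMP rise read by TR-FRET after 30 min, 37C compound exposure (up to 58 uM) in RXFP1-transfected HEK293 cells with Ro 20174 present. EC50 from Hill-equation fits, with 29 nM porcine relaxin as 100% and buffer as basal.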
* marks the source's active call; other numbers are inactive results; ? = inconclusive; . = no result given; & = joins results of further samples; [ ] = remark or other dose. Unless noted, calls follow the shape of the dose curve; as a rule, active = well fitted curve in the direction sought with a large enough effect; inconclusive = small, poorly fitted or top-dose-only effect, or another doubt; inactive = no such curve, though single readings can be large; an effect the other way counts as inactive or inconclusive. This is a subset; rates above refer to the full screens.

SMILES | IDH1 R132H inh | Vif-APOBEC3F blk | TrxR1 substrate | USP1-UAF1 inh | GRP78 ERSR act | LDHA block | PI4K2A inh | Vif-APOBEC3G blk | RXFP1 ag
Nc1ccc(CCC(=O)N2CCCC2)cc1 | 4% | -2% | 2% | -22% | -3% | 5 | -2 | -6% | -0.3%
CSc1nc(N)nc2c1ncn2CC(=O)NCc1ccccc1 | 31% | 8% | 9% | -17% | -2% | -9 | 1 | 2% | .
Cc1cccnc1NC(=O)c1ccc(NS(=O)(=O)/C=C/c2ccccc2)cc1 | 5% | 1% | -4% | -15% | -3% | -1 | -2 | 1% | -0.2%
CC(=O)C1=C(C)N(CC2CC2)C(=O)N[C@H]1c1ccccc1 | -7% | -6% | 3% | -24% | -2% | 2 | -2 | -2% | 1.8%
O=C(/C=C/c1ccccc1[N+](=O)[O-])OCC(=O)N1CCN(c2ccccc2)CC1 | 0% | 2% | . | -21% | -5% | -1 | -3 | 1% | .
O=C1C=CC(=O)C(C2=C3C(=O)N(CCc4ccccc4)CC(=O)N3CCC2)=C1 | 1% | 3% | 0% | -12% | -14% | 48 | -7 | ? | 1.2%
COc1cccc(NC(=O)c2cn(C)c(=O)c3cc(OC)c(OC)cc23)c1 | 1% | -4% | -8% | -20% | -3% | 0 | 1 | 0% | -0.8%
CCCSc1ccc([C@@H]2[C@@H]3C(=O)N(CC)C(=O)[C@@H]3[C@]3(C(=O)OC)CCCCN23)cc1 | -6% | -6% | -1%[57.1 µM] | 9% | -5% | 7 | 0 | -6% | .
O=c1[nH]c(/C(Cl)=C/c2cccc(C(F)(F)F)c2)nc2cc(Cl)ccc12 | 0% | -1% | 17% | -12% | -2% | 1 | -6 | 2% | 2.1%
CSc1nncc(/C(C)=N\Nc2cccc(C)c2)n1 | 0% | -6% | 0% | -26% | 1% | 1 | -14 | 3% | 1.5%
CC(NC(=O)CNC(=O)C1CCCCC1)c1ccc(S(N)(=O)=O)cc1 (stereo not drawn) | 9% | 0% | 5% | 1% | -3% | 2 | 6 | 5% | 0.4%
CC(C)CC(=O)Nc1ccc(Cl)c(-c2nc3ccccc3[nH]2)c1 | . | . | -4% | -20% | . | -6 | 1 | . | ?
COc1cccc(C2c3[nH]c4ccccc4c3CCN2Cc2cnc(C)s2)c1OC (stereo not drawn) | -2% | -5% | 6%[57.1 µM] | -9% | -1% | -3 | 5 | -2% | -2.1%
O=C(CSc1nnc2sc3ccccc3n12)N1CCN(c2ccccc2)CC1 | 2% | -5% | -3% | -4% | 0% | -7 | 1 | 4% | 5.1%
COCCn1c(CNC(=O)c2cccc(C)c2)nc2cccnc21 | -6% | -2% | 2%[57.1 µM] | -19% | -1% | -3 | 0 | 1% | 2.9%
O=C(Cn1nc(-c2ccc(Cl)cc2)c2ccccc2c1=O)NN1CCOCC1 | 3% | -10% | 1%[57.1 µM] | 1% | -4% | 1 | 1 | 1% | 1.1%
N#Cc1ccccc1S(=O)(=O)N1CCN(C(=O)CCNS(=O)(=O)c2ccc(Cl)cc2)CC1 | -8% | -2% | -2% | -8% | 5% | 1 | 4 | 1% | .
Cc1ccc(OCCNS(=O)(=O)c2ccc(N3CCCC3=O)cc2)cc1C | 5% | -1% | 7% | -7% | 1% | 3 | 0 | -2% | -2.0%
COc1cc(OC)c(C(=O)NCC2CCCO2)cc1OC (stereo not drawn) | 3% | 8% | 13% | -6% | -3% | -1 | 6 | -5% | -1.3%
CCOc1ccccc1NC(=O)CSc1ccccc1 | 9% | -1% | 5% | -22% | 3% | 3 | -2 | 0% | 1.1%
COc1ccc(NCc2nnc(SCC(=O)c3ccc(OC)cc3)n2C)cc1 | 13% | 2% | 17%[57.1 µM] | -17% | 4% | 16 | -9 | -13% | -2.0%
O=C(C[n+]1ccc(/C=N/O)cc1)NC(=O)Nc1ccccc1 | -9% | 2% | -7% | -7% | -1% | -1 | 5 | 2% | 0.1%
NC(=O)N/N=C/c1ccc(-n2nncc2-c2ccc(Cl)cc2)cc1 | 29% | 5% | 9%[57.1 µM] | -32% | -1% | -7 | -2 | -2% | 1.3%
CSc1cccc(NC(=O)CC(c2ccc(F)cc2)N2Cc3ccccc3C2=O)c1 (stereo not drawn) | -16% | -9% | -6% | 0% | -1% | -6 | -6 | -2% | 0.0%
C=CCOC(=O)/C(=C\c1cccc2ccccc12)NC(=O)c1ccccc1 | 4% | -6% | -15% | -19% | 7% | -3 | -1 | 5% | -0.4%
COc1cc2c(cc1OC)CN(C(=O)CSc1ccccc1C)CC2 | 7% | 2% | 5% | -13% | 1% | -3 | 0 | -5% | .
O=C(NCc1cccnc1)[C@@H]1CC=C[C@@H]2CCN(Cc3ccc(Cl)c(Cl)c3)C(=O)[C@@H]21 | 1% | -16% | 5%&1% | -31% | -4%&-4% | 1 | 1 | -6%&-11% | .
C#CCNC(=O)C1=C[C@@H](c2ccc(C(F)(F)F)cc2)C[C@@H](OCc2ccc(CO)cc2)O1 | 14% | 8% | -11%[57.1 µM] | -7% | 5% | 1 | -5 | -6% | .
Cn1ccnc1Sc1ccc(/C=N/NC(=O)c2ccccc2[N+](=O)[O-])cc1[N+](=O)[O-] | -3% | -3% | -10% | -6% | -1% | -1 | 1 | -11% | -1.6%
CCCC(c1nnnn1CC(=O)OCC)N(Cc1cc2ccc(C)cc2[nH]c1=O)C1CCCC1 (stereo not drawn) | 3% | 2% | 4%[57.1 µM] | 7% | -2% | -4 | 1 | 2% | 0.5%
COc1cc(NC(=O)CN(C)S(=O)(=O)c2ccc3c(c2)CC(C)N3C(C)=O)cc(OC)c1OC (stereo not drawn) | -4% | 0% | 0% | -10% | -1% | -2 | -1 | -5% | -2.3%
O=C(CN(CCc1ccccc1)S(=O)(=O)c1ccc(Br)cc1)NCc1ccc(Cl)cc1 | 0% | -3% | -6% | -15% | -3% | ? | -7 | 3% | -2.3%
CCN(CC)c1nc2ccccc2nc1-n1nc(C)cc1C | 8% | 7% | 11%[57.1 µM] | -18% | -1% | -3 | 3 | 2% | 3.9%
CC(Sc1nnnn1-c1ccccc1)C(=O)Nc1ccc(Cl)cn1 (stereo not drawn) | 20% | -3% | 1% | -23% | -3% | -8 | 9 | -3% | 3.6%
Cc1ccc(-c2cc3ccccc3nc2N)cc1 | 11% | 2% | 57%[activator] | -24% | 4% | -2 | 0 | -5% | 0.7%
Cc1ccc(NC(=O)CN2CCCC2c2cccn2C)cc1C (stereo not drawn) | -3% | -30% | 0% | -16% | 0% | -3 | 8 | -1% | .
O=C(CCc1ccc(S(=O)(=O)N2CCOCC2)cc1)N1CCN(Cc2ccc3c(c2)OCO3)CC1 | -8% | -2% | 1%[57.1 µM] | -7% | -5% | -10 | 6 | 1% | 1.2%
O=C(CSc1nc2ccccc2o1)N1CCN(S(=O)(=O)c2ccc3ccccc3c2)CC1 | 2% | 6% | -7% | -7% | -6% | -11 | -6 | 0% | 1.6%
Cn1nc(C(F)(F)F)c(-c2ccc(Br)cc2)c1NC(=O)CSCC(=O)O | -20% | 12% | -9% | -2% | -8% | -3 | -5 | 4% | 0.3%
COc1ccc(S(=O)(=O)N(C)C)cc1NC(=O)CCCSc1ccccc1 | 13% | -25% | 4% | -18% | 0% | 1 | -7 | -1% | -5.6%
Fc1cccc(CSc2ccc(-c3ccc4c(c3)OCO4)nn2)c1 | 0% | -16% | 2% | -16% | 3% | -6 | 0 | -4% | 3.0%
COc1ccc(CN2CC(C(=O)NCCCN3CCCCC3)CC2=O)cc1 (stereo not drawn) | 1% | 3% | 2% | -4% | -4% | 0 | 7 | -1% | 2.2%
Cc1cccc(CC2S/C(=N/c3cccc(C)n3)NC2=O)c1 (stereo not drawn) | -8% | 23% | 4% | -10% | -1% | -7 | 2 | 0% | 4.8%
Clc1ccc(-c2csc(Nc3ccccc3)[n+]2Cc2ccco2)c(Cl)c1 | -12% | 8% | 0%[57.1 µM] | -21% | 0% | -4 | -1 | 1% | 1.6%
CC/C(=N\NC(=O)c1cc(C)oc1C)c1ccc(OC(F)F)cc1 | 0% | -1% | . | -2% | -2% | -1 | 0 | -23% | .
COc1cc2c(cc1OC)CN(C(=O)CN1CCN(S(=O)(=O)c3ccccc3Br)CC1)CC2 | 0% | -20% | 3% | -13% | -2% | -1 | -3 | 4% | 1.9%
COc1ccc(OC)c(S(=O)(=O)N2CCCC2C(=O)NC(C)c2ccccc2)c1 (stereo not drawn) | -6% | -3% | 1% | -24% | -3% | -3 | 1 | -2% | 3.5%
O=C(NNC(=O)C1CCN(C(=O)Nc2ccccc2)CC1)c1ccc([N+](=O)[O-])cc1 | -7% | -1% | -1% | 4% | -2% | -5 | -4 | 4% | 0.1%
